Source: PubChem (National Center for Advancing Translational Sciences (NCATS))
CBFb RUNX1 block: inhibitors of human CBF-beta and RUNX1 interaction; Q01196+Q13951; AlphaScreen CBFb-His/RUNX1-biotin binding, biochemical; Potency, µM (series often up to 59.8 µM), for inactives: top-dose activity, negative = inhibition, actives largely listed as inhibitors; 230,000 tested, under 10 active; AID 1477; note: % of control where 0% means no effect
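Compounds were screened at multiple concentrations against a preformed CBF-beta(His)/RUNX1(biotin) complex (30 nM of each) for 15 min at room temperature, followed by 90 min with nickel and streptavidin beads and AlphaScreen reading.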
Tau fluor counter: counter-screen for tau fibril formation inhibitors; tau K18 P301L Alexa594 fluorescence, heparin fibrillization; Potency, µM (titrated, usually from 57.7 µM), for the others: top-dose activity change, negative = decrease; actives 0.93% (n = 280,000); note: potency is the fitted concentration of half-maximal effect; % is set by controls: 0 for no effect and ±100 for the full control effect; nearly all actives have a fitted effect of over 55% in size
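Human tau K18 P301L (15 uM unlabeled, 0.24 uM Alexa 594-labeled) in 100 mM sodium acetate pH 7 with 20 uM heparin, 6 hr at 37 C. ThT 30 uM added, 1 hr ambient; Alexa 594 FP and total fluorescence read at 555/632 nm.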
aGal spleen mod: inhibits or activates alpha-galactosidase in human spleen homogenate. P06280. human spleen homogenate, 4MU-alpha-Gal fluorescence, 40 min. Potency, µM (series often up to 80 µM), inactives show at the top dose activity change, negative = inhibition, usual class: inhibitors. actives 0.008% (n = 240,000). AID 2107;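 note: potency is the fitted concentration of half-maximal effect; 0% = enzyme with vehicle and -100% = no enzyme basal signal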
Target sequence (P06280 32-429 limits assumed): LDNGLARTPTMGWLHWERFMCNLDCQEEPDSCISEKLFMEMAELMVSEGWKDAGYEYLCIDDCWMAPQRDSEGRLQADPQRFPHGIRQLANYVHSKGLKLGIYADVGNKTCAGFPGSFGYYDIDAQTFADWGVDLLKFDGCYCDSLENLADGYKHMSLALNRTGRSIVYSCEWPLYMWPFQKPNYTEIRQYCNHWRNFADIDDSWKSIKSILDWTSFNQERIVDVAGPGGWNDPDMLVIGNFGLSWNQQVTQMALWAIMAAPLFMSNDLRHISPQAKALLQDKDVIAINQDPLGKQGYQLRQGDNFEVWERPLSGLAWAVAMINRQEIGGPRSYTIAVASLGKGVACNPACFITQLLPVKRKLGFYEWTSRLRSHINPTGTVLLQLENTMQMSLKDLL
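Spleen homogenate 1 ug + cpd (titration) + 4-MU-alpha-D-galactopyranoside 1 mM; 37C 40 min; 50 mM citrate/phosphate pH 5.0, 0.01% Tween-20; stop pH 10; fluorescence 365/440; AC50 via Hill.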
TexasRed fluor: Texas Red fluorescence interference in TRb-SRC2 counter-screen; Potency, µM (series often up to 106 µM), for the others: top-dose fluorescence change, negative = quenching; actives 0.29% (n = 280,000); TRb/SRC2 Texas Red total fluorescence interference; AID 1479; active = well fitted curve in either direction with a large enough effect; inconclusive = small, poorly fitted or top-dose-only effect; note: potency is the fitted concentration of half-maximal effect; % is set by controls: 0 for no effect and ±100 for the full control effect
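Flags fluorescent or light-absorbing compounds by total fluorescence, S + 2P, at 555 nm excitation and 632 nm emission. Mixture: 20 nM Texas Red SRC2 peptide, 0.6 uM human TRb LBD, 1 uM T3, 5% DMSO; compound exposure 5 h at ambient temperature.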
Tau fibril FP: blocks human tau fibril formation measured by polarization. P10636. K18 P301L tau heparin fibrillization, Alexa594 FP, 6 h. Potency, µM (series often up to 57.7 µM), inactives show at the highest dose activity, negative = inhibition, hits mostly inhibitors. actives 0.39% (n = 280,000). AID 1468; note: potency is the fitted concentration of half-maximal effect; % is set by controls: 0 for no effect and ±100 for the full control effect; nearly all actives have a fitted effect of over 55% in size
Target sequence (P10636 561-689 P618L limits assumed): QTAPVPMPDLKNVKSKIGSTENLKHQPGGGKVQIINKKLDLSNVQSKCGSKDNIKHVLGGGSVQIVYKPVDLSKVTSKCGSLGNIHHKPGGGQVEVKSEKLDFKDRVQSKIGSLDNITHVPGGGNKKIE
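Steps: dispense K18 P301L tau (15 uM plus 0.24 uM Alexa 594 tracer, final) in pH 7 sodium acetate; add compound; add heparin (20 uM final); incubate 6 hr, 37 C; add ThT (30 uM final); after 1 hr ambient, read FP.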
TRb-SRC2 inh: inhibitors of human thyroid hormone receptor beta-SRC2 interaction; P10828; TRbeta-SRC2 peptide binding, fluorescence polarization; receptor liganded with 1 µM T3; Potency, µM (titrated, usually from 106 µM), inactives show at the highest dose activity change, negative = inhibition, hits mostly inhibitors; actives 0.065% (n = 280,000); AID 1469;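 note: potency is the fitted concentration of half-maximal effect; plate controls were bound peptide for no effect and peptide without receptor for full effect; nearly all actives have a fitted effect of over 50% in size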
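TRb LBD 0.6 uM + Texas Red SRC2 peptide 20 nM, 1 uM T3, Tris buffer w/ 5% DMSO; compound pinned, 5 h RT; FP read ex 555/em 632; normalized to unbound and bound controls.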
Epigenetic reg: derepresses silenced GFP reporter in murine cells | Potency, µM (series often up to 53.9 µM), for the others: at the top dose GFP activation, hits mostly activators | actives 0.2% (n = 280,000) | murine LDR cells, GFP reporter derepression, 30 h; note: potency is the fitted concentration of half-maximal effect; % of control where 0% means no effect; nearly all actives have a fitted effect of over 60% in size
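In this reporter-derepression format, murine cells bearing a silenced integrated CMV-GFP locus incubate with test compound (30 h, 37 C), then are washed and imaged; fluorescent objects of 20–120 um count as induced cells.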
NPSR antagonist: neuropeptide S receptor (human) antagonism, cAMP. CHO-NPSR cells, cAMP TR-FRET, antagonist mode. Q6W5P4. AID 1461. actives 1% (n = 220,000). Potency, µM (doses to about 38.3 µM), for the others: at the top dose activity change, negative = inhibition, usual class: inhibitors; note: potency is the fitted concentration of half-maximal effect; % is set by controls: 0 for no effect and ±100 for the full control effect; nearly all actives have a fitted effect of over 50% in size; many of its hits are not listed in these tables
Target sequence (Q6W5P4 whole entry, looked up): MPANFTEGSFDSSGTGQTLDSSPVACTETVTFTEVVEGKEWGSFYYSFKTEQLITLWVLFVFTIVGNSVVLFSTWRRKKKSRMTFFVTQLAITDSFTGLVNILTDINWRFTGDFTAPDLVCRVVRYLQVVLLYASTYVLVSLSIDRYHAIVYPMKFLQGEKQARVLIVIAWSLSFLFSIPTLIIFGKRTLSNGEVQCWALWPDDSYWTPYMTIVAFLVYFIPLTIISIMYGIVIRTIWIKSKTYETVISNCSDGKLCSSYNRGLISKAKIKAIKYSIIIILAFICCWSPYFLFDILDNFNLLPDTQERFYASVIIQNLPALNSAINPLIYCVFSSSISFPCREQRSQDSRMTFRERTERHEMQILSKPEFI
Active calls of the source: *; ? = inconclusive; . = no result given; [ ] = another dose, or the depositor's remark. Unless noted, calls come from the whole dose curve; as a rule, active = well fitted curve in the direction sought with a large enough effect; inconclusive = small, poorly fitted or top-dose-only effect, or another doubt; inactive = no such curve, though single readings can be large; an effect the other way counts as inactive or inconclusive. This is a subset; the hit share may differ from the screen's.

SMILES	CBFb RUNX1 block	Tau fluor counter	aGal spleen mod	TexasRed fluor	Tau fibril FP	TRb-SRC2 inh	Epigenetic reg	NPSR antagonist
Cc1ccc(CCNC(=O)CCn2nc(-c3ccc(Cl)cc3)ccc2=O)cc1	.	1%	.	0%	3%	-5%	1.8%	.
CCC(=O)N1CC(C)C(=O)Nc2ccccc21 (stereo not given)	13%	5%	-2%	2%	4%	7%	0.0%	14%[46.1 µM]
Cc1cc(C)n(CC(C)NCc2c(C(=O)N3CCOCC3)nc3c(C)cccn23)n1 (stereo not given)	4%	5%	2%	1%	2%	-2%	-0.1%	6%
CCCNC(=O)C1CCC(CNS(=O)(=O)c2ccc3c(c2)CC(C)N3C(C)=O)CC1 (stereo not given)	.	-2%	.	-1%	-1%	5%	-1.0%	.
CCN1CCN(Cc2ccc(NC(=O)c3cc(NC(=O)c4cnn(-c5ccccc5)c4N)cc(OC)c3)cc2C(F)(F)F)CC1	9%	?	6%	0%	?	11%	-0.9%	9%
O=C(NCc1ccco1)c1ccc(COc2ccccc2Cl)cc1	-5%	?	-7%	-2%	3%	3%	5.8%	-5%[46.1 µM]
Cc1cccc(-c2nc(SCC(=O)NCc3ccco3)c3c(=O)n(C)c(=O)n(C)c3n2)c1	.	-2%	.	0%	-9%	-2%	-2.8%	.
Cc1ccccc1C(=O)NC(CC(C)C)C(=O)Nc1ccc(F)c([N+](=O)[O-])c1 (stereo not given)	6%	-21%	2%	-1%	-3%	-5%	1.3%	-8%
COc1ccc(NC(=O)C23CC4CC(C2)CC(n2cnc(Br)n2)(C4)C3)cc1OC	3%	-12%	3%	4%	6%	-11%	0.0%	-11%[46.1 µM]
FC(F)(F)c1cc(N2CCNCC2)c2ccccc2n1	-20%	-4%	5%	1%	5%	3%	-0.3%	-3%[7.67 µM]
CC(C)(C)OC(=O)NNC(=O)NC12CC3CC(CC(C3)C1)C2	3%	-13%	1%	3%	1%	6%	2.8%	-1%
CNCCCOc1cccc(Oc2ccccc2)c1	7%	-6%	-9%	0%	-4%	-5%	0.0%	-12%
N#Cc1cnn2ccc(-c3ccc4c(c3)CCC4)nc12	?	-3%	24%	-3%	-1%	-5%	-1.5%	0%
COCCCNC(=S)N1CCN(c2ccccc2)CC1	-18%	-1%	-6%	0%	5%	1%	0.3%	5%
CS(=O)(=O)c1ccc2nc(NC(=O)c3cccs3)sc2c1	10%	-4%	-6%	-2%	-3%	-8%	0.0%	-9%[46.1 µM]
COc1ccc2[nH]c3c(Cl)ncnc3c2c1	-1%	-9%	2%	-2%	3%	2%	-0.9%	28%[46.1 µM]
CCOC(=O)N1CCN(C(=O)Cn2ccc3ccccc3c2=O)CC1	4%	-6%	7%	-6%	-1%	2%	-0.9%	-5%[46.1 µM]
CC(=O)OCc1cc2cc(C)ccc2[nH]c1=O	-1%	-1%	3%	-4%	3%	5%	0.0%	-11%[46.1 µM]
COC(=O)c1cccc(NC2=NS(=O)(=O)c3ccccc32)c1	.	-9%	.	-1%	-18%	0%	-1.1%	.
COc1ccc(N(CC(=O)Nc2cc(C)on2)S(=O)(=O)c2cc(C)ccc2C)cc1	-7%	-19%	-7%	-2%	8%	-9%	3.1%	-21%[46.1 µM]
COc1ccc(C)cc1NC(=O)CN(C)S(=O)(=O)c1cc(C)ccc1OC	14%	-18%	4%	-1%	9%	5%	2.1%	0%
CCOc1ccc(NC(=O)CC)cc1	-3%	-2%	-16%	0%	-8%	2%	-0.3%	16%
CN(C)CCNc1ncnc2c1cnn2-c1cccc(Cl)c1	.	3%	.	1%	1%	3%	1.8%	.
CC(C)(C)c1ccc(C(=O)N2CCC(=O)N(C(CO)Cc3ccccc3)CC2)cc1 (stereo not given)	0%[2.36 µM]	-4%	3%	0%	2%	9%	-1.2%	12%
Cc1cc(Cl)c2ccccc2n1	1%	0%	5%	-1%	-6%	0%	0.0%	7%
Cc1ncc([N+](=O)[O-])n1CCOC(=O)c1ccccc1	0%	-8%	-5%	-40%	-4%	5%	1.0%	13%
O=c1c2oc3ccccc3c2n(Cc2ccc(Cl)cc2)c(=O)n1Cc1ccccc1	.	-9%	.	-1%	?	7%	1.3%	.
CCOC(=O)c1ccc(CN(Cc2ccccc2)S(=O)(=O)c2ccc(Cl)cc2)cc1	.	-12%	.	-2%	-9%	2%	7.1%	.
Cc1ccc(C2C(C(=O)c3cccs3)=C(O)C(=O)N2c2ccc(S(N)(=O)=O)cc2)cc1 (stereo not given)	2%	-4%	1%	-2%	3%	4%	0.1%	-16%
O=C1N(Nc2ccccc2)C(c2ccc(Br)cc2)C12CCCC2 (stereo not given)	1%	-10%	-2%	-1%	6%	-11%	-2.0%	9%[46.1 µM]
Cc1ccc(N2C(=O)CC(NNC(=O)c3cccc(S(=O)(=O)N4CCCC4)c3)C2=O)cc1 (stereo not given)	4%	-7%	3%	-1%	6%	11%	-0.9%	4%
CC(=O)Nc1nnc(SCc2cc(=O)c3cccc(C)c3[nH]2)s1	.	-16%	.	-2%	-1%	-1%	-3.0%	.
Cc1ccc(C(=O)C(OC(=O)c2cnccn2)c2ccccc2)cc1C (stereo not given)	-7%	-9%	4%	-2%	-2%	-5%	2.5%	3%
Cc1ccc(NC(=O)CS(=O)CC(=O)NCC2OCCc3ccccc32)c(C)c1 (stereo not given)	5%	-11%	3%	0%	-9%	6%	-2.2%	-22%[7.67 µM]
O=C(OCC(=O)N1CCN(C(=O)c2ccco2)CC1)c1ccccc1C(=O)c1ccc(Cl)cc1	-8%	-9%	2%	1%	-5%	-4%	-1.0%	-14%[46.1 µM]
COc1ccc(C2=Nn3c(nnc3-c3cccnc3)SC2)cc1OC	-7%	-9%	6%	-2%	-14%	-14%	-5.2%	7%[7.67 µM]
COc1cc(CC2COC(c3ccc(O)c(OC)c3)C2COC(C)=O)ccc1O (stereo not given)	?	-14%	6%	-2%	1%	3%	1.3%	10%
COc1ccc(N2CC(O)=C(c3nc(C)cs3)C2=N)cc1	-8%	-9%	1%	0%	-1%	11%	-7.5%	-26%[46.1 µM]
Cc1cc(C)nc(NC2=NCC(=O)N2c2cc(Cl)cc(Cl)c2)n1	4%	-4%	-2%	-5%	-1%	1%	-1.1%	-15%[46.1 µM]
COc1ccc(/C=C/c2nc(-c3ccccc3O)n[nH]2)cc1OC	-10%	16µM*[quencher]	-7%	-5%	?	0%	-1.0%	-5%
COC(=O)c1ccc(CSc2nc(N)cc(N)n2)cc1	7%	1%	0%	-2%	0%	1%	0.9%	-3%[46.1 µM]
CCc1ccc(C(=O)NCc2cccs2)s1	2%	2%	6%	-2%	2%	10%	-1.0%	0%[46.1 µM]
COc1ccc(C(=O)CSc2nc3cc(C(=O)NC4CCCC4)ccc3c(=O)n2CC2CCCO2)cc1 (stereo not given)	.	-2%	.	1%	-11%	11%	3.2%	.
CCCNCCC(c1ccco1)c1ccccc1OC (stereo not given)	-3%	-4%	15%	1%	-5%	-24%	-0.9%	-4%[46.1 µM]
COc1ccc2oc(=O)c(C(=O)Nc3ccc(C(=O)O)cc3)cc2c1	.	-11%	.	4%	-1%	-9%	-1.6%	.
COc1ccc(NC(=O)/C(C#N)=C\c2cc(C)n(-c3ccc(Oc4ccc([N+](=O)[O-])cn4)cc3)c2C)cc1	-10%	-25%	2%	3%	5%	-1%	-5.4%	-3%[46.1 µM]
COC(=O)c1ccc(NC(=O)C(OC)c2ccccc2)cc1 (stereo not given)	-1%	1%	-11%	-7%	3%	-3%	-0.9%[10.1 µM]	-4%
Fc1ccc(-n2nnc(-c3nccs3)n2)cc1	6%	0%	-2%	-3%	3%	3%	-3.0%	7%
CCOC(=O)Cc1cc(OC)c(OC)cc1Cc1cc(OC)c(OC)cc1CC(=O)OCC	-1%	-2%	6%	-1%	5%	-4%	-1.2%	19%[46.1 µM]
O=C(COc1ccc(Cl)cc1)N1CCN(c2ncccn2)CC1	-5%	7%	-2%	1%	4%	-2%	0.7%	-6%[46.1 µM]
CCN(CC)c1ccc(NC(=O)c2ccccc2)cc1S(=O)(=O)Nc1ccccc1OC	-15%	-11%	0%	0%	10%	-6%	-3.0%	-41%
Nc1nc(NC(=O)CCCC(=O)O)nn1-c1ccccc1	-8%	-18%	-4%	-2%	-8%	2%	-1.0%	5%[46.1 µM]
COc1ccccc1-c1nc(C#N)c(N2CCC(Cc3ccccc3)CC2)o1	?	-21%	-2%	-7%	-2%	-4%	-0.7%	?
Cc1ccc(NC(=O)C2CC(=O)N(C(C)C)C2)cc1Cl (stereo not given)	-1%	5%	-1%	-5%	6%	-5%	-6.2%	-1%
CCOc1ccc(NC(=O)Cn2c(=O)oc3ccccc32)cc1	4%	-1%	7%	1%	6%	5%	4.2%	-16%[46.1 µM]
COc1cc(OC)cc(/C(N)=N/O)c1	-2%	-3%	9%	-1%	-3%	-1%	10%	-12%
COc1ccccc1N1C(=O)C2C3CC(c4ccccc4)C(C3)C2C1=O (stereo not given)	2%	1%	3%	-2%[53 µM]	10%	-7%[53 µM]	-1.3%	-6%

Exported in markdown: four of the compounds above
| compound | CBFb RUNX1 block | Tau fluor counter | aGal spleen mod | TexasRed fluor | Tau fibril FP | TRb-SRC2 inh | Epigenetic reg | NPSR antagonist |
| --- | --- | --- | --- | --- | --- | --- | --- | --- |
| COc1ccc(C(=O)CSc2nc3cc(C(=O)NC4CCCC4)ccc3c(=O)n2CC2CCCO2)cc1 (stereo not given) | . | -2% | . | 1% | -11% | 11% | 3.2% | . |
| CCCNCCC(c1ccco1)c1ccccc1OC (stereo not given) | -3% | -4% | 15% | 1% | -5% | -24% | -0.9% | -4%[46.1 µM] |
| COc1ccc2oc(=O)c(C(=O)Nc3ccc(C(=O)O)cc3)cc2c1 | . | -11% | . | 4% | -1% | -9% | -1.6% | . |
| COc1ccc(NC(=O)/C(C#N)=C\c2cc(C)n(-c3ccc(Oc4ccc([N+](=O)[O-])cn4)cc3)c2C)cc1 | -10% | -25% | 2% | 3% | 5% | -1% | -5.4% | -3%[46.1 µM] |
